# GalR3 antag: antagonists of human GalR3 | O60755 | HEK293 GalR3-CNG cAMP membrane potential fluorescence; galR3 body fused to GalR1 C-terminus | inhibition, % at 3 µM | 0.44% of 360,000 active;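 active means inhibition above the screen-wide average plus 3 SD, cut at about 13% in these data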;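 further: forskolin and galanin both at EC90 stimulate the cells; cAMP rise reported by CNG channel membrane potential dye signal; 0% = forskolin plus galanin with DMSO and 100% = forskolin alone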
# Target sequence (O60755 1-299 limits assumed): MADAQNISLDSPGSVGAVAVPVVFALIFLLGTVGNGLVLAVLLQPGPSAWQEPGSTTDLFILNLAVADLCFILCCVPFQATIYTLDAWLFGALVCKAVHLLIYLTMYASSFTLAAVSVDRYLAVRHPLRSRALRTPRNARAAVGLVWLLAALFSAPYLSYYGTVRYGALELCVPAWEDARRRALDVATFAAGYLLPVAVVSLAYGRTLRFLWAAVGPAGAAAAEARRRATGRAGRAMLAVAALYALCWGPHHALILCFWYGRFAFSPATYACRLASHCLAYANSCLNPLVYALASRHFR
# Starred values were filed as active, the others as inactive. Not all compounds are listed; the hit share may differ from the screen's.
SMILES,GalR3 antag
CC(=O)NC(C)(c1ccccc1)c1nc(-c2cnc3ccccc3c2)cs1 (configuration not stated),-5
Cc1ccc2nc(CN(C)C(=O)[C@H]3O[C@@H](n4ccc(N)nc4=O)[C@H](O)[C@@H]3O)[nH]c2c1,-7
Cc1ccc(CNc2nc3cc(-c4ccccc4)sc3c(=O)n2C)c(C)c1,-5
O=C(Nc1cccc(C(F)(F)F)c1)c1csc(COCCO)n1,0
O=C(C[C@H]1CC[C@@H](NC(=O)C2CC2)[C@@H](CO)O1)NCc1ccccc1Cl,-3
COC(=O)C[C@@H]1C=C[C@H](NC(=O)Cc2ccccn2)[C@@H](CO)O1,-4
C#CCNC(=O)C[C@H]1C[C@@]2(C(=O)OC)C(=C[C@H](C(C)C)O[C@@H]2C2CC2)N(Cc2ccccc2)C1=O,-6
Cc1cccc(C)c1NC(=O)C(c1ccncc1)n1c(=O)c(-c2ccccc2)nc2ccccc21 (configuration not stated),-5
O=C1Nc2ccccc2C(=O)N(Cc2ccccc2)C1C(=O)NC1CC1 (configuration not stated),-1
CC1(C(=O)NS(=O)(=O)c2cccc(F)c2)CCN1C(=O)C1CCCCC1 (configuration not stated),-2
Cc1cc(Br)cn2c(Cc3ccccc3C(F)(F)F)c(-c3cccc(Cl)c3)nc12,-6
COc1ccccc1CCn1cnc(-c2ccc(OC)c(OC)c2)c1CC(C)C,-7
Cc1csc(-c2ccc3cc(Cl)cc(Cl)c3n2)n1,0
CCc1nc2ccc(C(=O)N3CCN(C(=O)c4ccco4)CC3)cn2c1N(C)C(=O)c1cccc(OC)c1,-7
O=C(CC[C@H]1O[C@@H](n2ccc(=O)[nH]c2=O)[C@H](O)[C@@H]1O)N[C@@H](Cc1ccccc1)C(=O)NCC1CCCO1 (some centres not stated),-5
CC1(C(=O)NS(=O)(=O)c2cccc(C#N)c2)CCN1C(=O)CC1CCCC1 (configuration not stated),-6
COC(=O)[C@]12C[C@H](CC(=O)NCCc3ccccc3OC)C(=O)N(Cc3ccc4c(c3)OCO4)C1=C[C@H](COCc1ccccc1)O[C@@H]2C,-8
CSc1ccccc1-c1cnc2cccnn12,-8
CO[C@@H]1CN(C)C(=O)c2ccc(NS(=O)(=O)c3c(C)noc3C)cc2OC[C@@H](C)NC[C@@H]1C,-6
COc1cc(CN2C[C@@H](CO)O[C@@H](n3cnc4c(NCc5ccncc5)ncnc43)C2)cc(OC)c1OC,-9
COC(=O)c1c(-c2ccc(OC)cc2)c2c(c3c4cc(OC)ccc4n(C(=O)c4ccccc4)c13)C(=O)N(C)C2,-7
CS(=O)(=O)N1CCCCC1c1cc(C(=O)NCc2ccc(F)cc2)no1 (configuration not stated),-7
c1cn2c(-c3ccoc3)cncc2n1,1
COC(=O)C1=C(C)N(C)C(=NCc2ccc(OC)cc2)NC1c1ccccc1C(F)(F)F (configuration not stated),-8
COc1cc(C(O)c2nc(-c3cnn(C)c3)cs2)ccc1F (configuration not stated),-4
O=C(Cn1nnc(-c2ccccc2)c1COc1ccc2ccccc2c1)NCC1CC1,-4
COc1cccc(CNc2nc3cc(-c4ccc(C)cc4)sc3c(=O)n2C)c1OC,-9
O=C(NC(c1ccc(Cl)cc1)c1ccsc1)C1CCN(CCOc2ccc(Cl)cc2)CC1 (configuration not stated),-4
COC(=O)[C@@]1(Cc2ccc(F)cc2)[C@H]2c3cc(C(=O)N4CCCC4)n(Cc4ccc(Cl)c(C(F)(F)F)c4)c3C[C@H]2CN1C(=O)c1ccccc1,-3
CCc1nc2ccc(C(=O)N(CC)CCN(C)C)cn2c1N(C)Cc1ccc(OC)cc1,-5
O=C(Nc1nc([C@@H]2O[C@H](CO)[C@@H](O)[C@H](O)[C@H]2O)cs1)NC(c1ccccc1)c1ccccc1,0
Cc1ccccc1OCCCN1CCC(C(O)(c2ccccc2)c2ccccc2)CC1,-10
Fc1ccccc1N1CCN(C(c2ccnc3ccccc23)c2nnnn2-c2ccc3c(c2)OCCO3)CC1 (configuration not stated),-6
FC(F)(F)c1cc(Cl)c2nc(-c3ccccc3)c(Cc3ccccc3)n2c1,-4
COc1ccc(CN2C(=O)CN(S(C)(=O)=O)CC2(C)C(=O)Nc2c(C)cccc2C)cc1 (configuration not stated),-2
COCCNC(=O)C1(C)CCCN(C(=O)c2ccccc2)C1 (configuration not stated),2
CC(=O)Nc1cncc(-c2ccc(CN(C)C)cc2)n1,-7
COc1ccc(S(=O)(=O)NC(=O)C2(C)CCN2C(=O)Cc2ccccc2Cl)cc1 (configuration not stated),-3
CCOC(=O)C1=CCN(S(=O)(=O)c2ccc(Cl)cc2)C1c1cccc(Br)c1 (configuration not stated),-4
O=C1C=C(c2cccc3c2Oc2ccccc2S3)C[C@@H](c2ccc3c(c2)OCO3)C1,-3
COc1ccc(Cc2c(C(C)(C)C)nc3ccc(C)cn23)c(C)c1,-6
CCNC(=O)C1(C)CCN1CCC(=O)c1ccc(Br)cc1 (configuration not stated),-7
Cc1c(C(=O)NCc2cccc(C(F)(F)F)c2)sc(=O)n1Cc1ccccc1F,0
Cc1ccc2nc3n(c(=O)c2c1)-c1ccccc1C(=O)NC3CC(C)C (configuration not stated),-4
c1ccc(CCNc2ccc3ncc(-c4cccc5ccccc45)n3n2)nc1,-5
COc1ccc(C(=O)N2CCCC(c3cc(C(=O)Nc4ccccc4)no3)C2)cc1 (configuration not stated),-5
O=C1NC[C@H](CCCCN2C[C@H](Cc3ccccc3)N(CCC3CCCCC3)C(=O)C2=O)N(CCc2ccc(O)cc2)C1=O,-3
CCCCn1nnnc1C(c1ccccc1)N1CCN(CC)CC1 (configuration not stated),-7

# Some of the entries above in a different format:
Cc1csc(-c2ccc3cc(Cl)cc(Cl)c3n2)n1
- GalR3 antag = 0

CCc1nc2ccc(C(=O)N3CCN(C(=O)c4ccco4)CC3)cn2c1N(C)C(=O)c1cccc(OC)c1
- GalR3 antag = -7

O=C(CC[C@H]1O[C@@H](n2ccc(=O)[nH]c2=O)[C@H](O)[C@@H]1O)N[C@@H](Cc1ccccc1)C(=O)NCC1CCCO1 (some centres not stated)
- GalR3 antag = -5

CC1(C(=O)NS(=O)(=O)c2cccc(C#N)c2)CCN1C(=O)CC1CCCC1 (configuration not stated)
- GalR3 antag = -6

# Other structures.
SMILES,GalR3 antag
COCCNC(=O)C1(C)CCN(C(=O)c2ccc3c(c2)C(C)(C)CCC3(C)C)C1 (configuration not stated),-7
Cc1ccccc1Cn1c(C)c(C(=O)NCc2cccc(C(F)(F)F)c2)sc1=O,-3
CCOC(=O)[C@]12CCCC=C1N(Cc1ccc(Cl)cc1Cl)C(=O)[C@H](CC(=O)NCc1ccc(OC)c(OC)c1)C2,-3
CCCC(=O)N1CCC1(C)C(=O)Nc1ccccn1 (configuration not stated),-7
CCCCCc1c(CC)ncn1CCc1ccccc1OC,-8
CC1(C(=O)Nc2ccc3c(c2)OCO3)CCN1C(=O)CCC1CCCC1 (configuration not stated),-8
O=C1NC[C@@H](CCCCN2C[C@H](Cc3ccc(O)cc3)N(CCc3ccccc3)C(=O)C2=O)N(CC2CCCCC2)C1=O,-2
CC(=O)c1cccc(NC(=O)C2Cc3c(-c4ccc5c(c4)OCO5)ccnc3O2)c1 (configuration not stated),-7
O=C(C(O)c1ccc(Br)cc1)N1CCC(Nc2ccc3[nH]ncc3c2)CC1 (configuration not stated),-4
CO[C@H]1CN(C)C(=O)c2ccc(NC(=O)c3ccc4c(c3)OCO4)cc2OC[C@H](C)N(CC2CC2)C[C@@H]1C,-6
COc1ccc(CN2C(=O)CCC2(C)c2nnnn2-c2ccc3c(c2)OCCO3)cc1OC (configuration not stated),-4
CCC(=O)N1CCC1(C)C(=O)Nc1ccccc1 (configuration not stated),-5
O=C(NCC1CC1)C1Cc2c(-c3cccc(F)c3)ccnc2O1 (configuration not stated),-1
COC(=O)C1=C(C)N(Cc2ccc(Cl)cc2)C(=S)NC1c1ccc(F)cc1 (configuration not stated),-9
CC1(C(=O)NS(=O)(=O)c2ccc(F)cc2F)CCN1C(=O)Cc1ccc(-c2ccccc2)cc1 (configuration not stated),2
COc1cccc(CNC(=O)[C@H]2CCCN2C(=O)[C@H]2CCCN2C(=O)c2ccccc2C(F)(F)F)c1,-6
CC(C)NC(=O)C1(C)CSCC(=O)N1Cc1ccco1 (configuration not stated),2
COc1ccc(OC)c(NC(=O)COc2cc(O)c3c(c2)OC(C)(C)CC3=O)c1,2
FC(F)(F)c1cc(Cl)c2nc(-c3ccccc3)c(Cc3ccsc3)n2c1,-5
Fc1ccc(-c2nc3c(Cl)cc(C(F)(F)F)cn3c2Cc2cccc(F)c2)cc1,-5
NC(Cc1ccccc1)c1csc(Nc2nncc3ccccc23)n1 (configuration not stated),-4
COc1ccccc1Cc1c(-c2ccc(F)cc2)nc2cc(C)c(Br)c(C)n12,-7
CC(C)NC(=O)C1C(c2ccc(C(F)(F)F)cc2)=Nc2ccccc2N1C(=O)c1cccc(C(F)(F)F)c1 (configuration not stated),-7
CC1(C(=O)NS(=O)(=O)c2ccc(Cl)cc2)CCN1C(=O)Cc1cc(F)ccc1F (configuration not stated),-3

# The last 4 entries of the section before come first, to join the parts:
SMILES,GalR3 antag
NC(Cc1ccccc1)c1csc(Nc2nncc3ccccc23)n1 (configuration not stated),-4
COc1ccccc1Cc1c(-c2ccc(F)cc2)nc2cc(C)c(Br)c(C)n12,-7
CC(C)NC(=O)C1C(c2ccc(C(F)(F)F)cc2)=Nc2ccccc2N1C(=O)c1cccc(C(F)(F)F)c1 (configuration not stated),-7
CC1(C(=O)NS(=O)(=O)c2ccc(Cl)cc2)CCN1C(=O)Cc1cc(F)ccc1F (configuration not stated),-3
CC(C)(C)c1ccc(C(O)c2ncc(-c3cccc(F)c3)[nH]2)cc1 (configuration not stated),-5
CC1(Oc2ccc(-n3ccnc3)cc2)CCN(Cc2cccn2-c2nccs2)C1 (configuration not stated),-6
CCCCNc1ccc2c(c1)OC[C@H](CC(C)C)NS2(=O)=O,-9
CC(C)C(N)c1csc(Nc2ccc(C(=O)NCCCO)cn2)n1 (configuration not stated),-8
CC1(C(=O)Nc2ccc3c(c2)OCO3)CCN1Cc1cccc2c1OCO2 (configuration not stated),-3
CC(C)(O)C#Cc1ccc(CNC[C@H]2O[C@@H](n3cnc4c(=O)[nH]c(N)nc43)[C@H](O)[C@@H]2O)s1,-3
COc1ccc(N2C(c3cc(OC)cc(OC)c3)=Cc3ccccc3C2CC(C)=O)cc1 (configuration not stated),-7
OC(c1ccccc1)(c1ccccc1)C1CCN(CCCOc2ccc(-c3ccsc3)cc2)CC1,-4
Cc1ccc(Cn2cc(CN3CC(N4CCN(CCN(C)C)CC4)CS3(=O)=O)nn2)cc1 (configuration not stated),-1
O=C1NC[C@@H](CCCCN2C[C@H](Cc3ccc(O)cc3)N(CCC3CCCCC3)C(=O)C2=O)N(CCc2ccc(O)cc2)C1=O,-5
CC1(C(=O)Nc2ccc(F)c(Cl)c2)Cc2c(-c3ccc(C(N)=O)cc3)ccnc2O1 (configuration not stated),-7
COc1ccc(C(C(=O)NC(C)(C)C)n2c(=O)c(-c3ccco3)nc3ccccc32)cc1 (configuration not stated),4
O=C(N[C@@H]1CC[C@@H](CCn2cc(-c3ccccc3)nn2)O[C@@H]1CO)c1cnccn1,1
Nc1[nH]c(C(=O)c2ccc(Br)cc2)c(-c2cccc3ccccc23)c1C(=O)NCCc1c[nH]c2ccccc12,-6
Cc1c(C(=O)NCc2cccs2)sc(=O)n1Cc1ccc(S(=O)(=O)N(C)C)cc1,1
CSCCC(c1nc2ccccc2[nH]1)n1c(=O)c(-c2cccnc2)nc2ccccc21 (configuration not stated),-5

# Assay outcomes as filed in PubChem BioAssay.
